# Runt-CBFb FRET: inhibitors of human RUNX1 Runt domain binding to CBFb | Q01196+Q13951 | Cerulean-Runt/Venus-CBFb FRET ratio 530/480, 1 h | inhibition, % at 20 µM | 220,000 compounds, 0.46% hits | AID 1496;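 active = inhibition over about 50% at 20 µM in the single-dose screen, limit read from the data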;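 note: 0% = DMSO wells and 100% = excess unlabeled CBFb competitor control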
# Target sequence (Q01196 whole entry, looked up, the tested form may be a part): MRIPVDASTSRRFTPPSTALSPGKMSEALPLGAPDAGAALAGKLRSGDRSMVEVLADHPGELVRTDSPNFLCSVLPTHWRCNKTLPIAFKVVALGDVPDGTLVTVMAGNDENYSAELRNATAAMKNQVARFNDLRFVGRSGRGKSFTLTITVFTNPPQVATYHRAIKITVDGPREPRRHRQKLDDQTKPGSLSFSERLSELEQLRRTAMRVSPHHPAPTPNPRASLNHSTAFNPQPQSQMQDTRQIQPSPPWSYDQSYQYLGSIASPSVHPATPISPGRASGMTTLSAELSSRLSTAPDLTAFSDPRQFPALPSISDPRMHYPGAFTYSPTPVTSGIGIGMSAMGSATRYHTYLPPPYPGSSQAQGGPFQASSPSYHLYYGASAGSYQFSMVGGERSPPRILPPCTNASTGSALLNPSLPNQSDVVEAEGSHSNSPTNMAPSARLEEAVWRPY
# Target sequence (Q13951 whole entry, looked up, the tested form may be a part): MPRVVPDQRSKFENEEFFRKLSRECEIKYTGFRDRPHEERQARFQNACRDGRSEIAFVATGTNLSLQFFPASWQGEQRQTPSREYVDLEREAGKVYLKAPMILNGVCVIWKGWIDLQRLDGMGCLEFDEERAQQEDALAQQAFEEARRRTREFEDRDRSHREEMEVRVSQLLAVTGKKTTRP
#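 Doses: 20 µM compound in 1% DMSO | Material: Cerulean-labeled Runt domain protein | Amount: Each fluorescent fusion protein 100 nM | Schedule: Two 1 h room-temperature incubations shielded from light | Measured by: FRET fluorescence | Evaluation: Loss of energy transfer signal | Controls: Unlabeled CBFb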
# 14-3-3 Bad PPI: disrupts binding of bovine 14-3-3 zeta to phospho-Bad peptide; 220,000 compounds, 0.71% hits; AID 781; P63103; inhibition, % at 21.7 µM; TR-FRET 14-3-3zeta/Dy647-pBad peptide displacement, 1 h;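 active = inhibition above about 70%, limit read from the data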;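 note: 0% = full 14-3-3 plus peptide FRET controls and 100% = background without 14-3-3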
# Target sequence (P63103 whole entry, looked up): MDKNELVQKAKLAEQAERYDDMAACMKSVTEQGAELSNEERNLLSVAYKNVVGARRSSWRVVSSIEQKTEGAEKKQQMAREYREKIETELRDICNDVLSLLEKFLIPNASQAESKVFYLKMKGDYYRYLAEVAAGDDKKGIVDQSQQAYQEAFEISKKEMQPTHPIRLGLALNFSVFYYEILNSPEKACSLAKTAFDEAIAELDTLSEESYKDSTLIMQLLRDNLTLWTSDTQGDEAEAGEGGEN
# Tb hexokinase: T. brucei hexokinase 1 inhibition | recombinant TbHK1, G6PDH-coupled NADH A340 | inhibition, % at 10 µM | 220,000 compounds, 0.11% hits | AID 1430;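 active = inhibition of 50% or more in the single-dose primary screen; inactive = inhibition below 50%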
# EBV gp42 inh: blocks Epstein-Barr virus glycoprotein 42 binding | inhibition, % (tested at 21.74 µM) | AID 1085 | 220,000 compounds, 0.42% hits | Fluorescence polarization binding assay, mP read-out; in the data active = inhibition above about 50%
# Mdm2 ligase inh: inhibitors of human Mdm2 E3 ubiquitin ligase; cell-based MDM2 ubiquitination luciferase reporter, 2 h; 0 = plate control, 100 = twice control, blank-subtracted; 210,000 compounds, 0.11% hits; Q00987; signal enhancement, % at 5 µM;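 active = signal enhancement of 30% or more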;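 note: luminescence tracks abundance of the self-degrading MDM2-luciferase fusion protein; higher signal means inhibition of MDM2 E3 ligase activity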
#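 Assay system: stable mammalian line carrying autodegrading MDM2–luciferase fusion reporter; Input: 2000 cells in each well; Compound dosing: single-point 5 µM; Schedule: 2 h compound exposure at 37 °C; Signal: SteadyLite luciferase luminescence after 15 min room-temperature reagent incubation; Evaluation: % luminescence enhancement versus blank-corrected plate control mean; Benchmarks: plate controls and plate blanks.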
# zVAD death inh: L929 zVAD cell death inhibition | L929 zVAD necroptosis rescue, ATP luminescence, 24 h; with zVAD 60 µM | viability rescue, % at 10 µM | 220,000 compounds, 0.38% hits;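 active = activation, scaled between plate controls, above about 75%, limit read from the data; inactive = activation under that limit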;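 note: 0% = zVAD with DMSO and 100% = DMSO alone without zVAD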
# Runt-SMMHC FRET: inhibitors of human RUNX1 Runt domain binding to CBFb-SMMHC; Cerulean-Runt/Venus-CBFb-SMMHC FRET ratio 530/480, 1 h; inhibition, % at 20 µM; 220,000 compounds, 0.74% hits; AID 1434;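 active = mean inhibition across duplicate retests at 20 µM reaching about 50%, limit read from the data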;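 note: 0% = DMSO wells and 100% = wells with excess untagged CBFb-SMMHC; inhibitors lower the FRET ratio by blocking Runt binding to CBFb-SMMHC; some results filed as inactive read as strong as hits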
# Hck Nef HTS: human Hck-Nef kinase inhibition. P08631. Recombinant Hck-YEEI plus Nef, Z-Lyte FRET kinase assay. inhibition, % at 20 µM. 220,000 compounds, 0.68% hits;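 active = Hck-Nef kinase inhibition above about 50%, limit read from the data; inactive = inhibition below that limit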;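 note: 0% = DMSO with Hck plus Nef and 100% = Hck alone without Nef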
# NCF1 inh: blocks human p47phox regulatory protein of NADPH oxidases. inhibition, % at 24.7 µM. AID 1274. p47phox/p22phox peptide binding, fluorescence polarization, 2 h. P14598. 220,000 compounds, 0.53% hits;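 active = inhibition above about 30%, limit read from the data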;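 note: 0% = p47phox with labelled peptide and 100% = labelled peptide alone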
# Starred values were filed as active, the others as inactive; / = not tested or not shown; [ ] = another dose, or the depositor's remark. Compounds as they come; overall some 3.2% were active at least once.
# Sequence of screens – Runt-CBFb FRET	14-3-3 Bad PPI	Tb hexokinase	EBV gp42 inh	Mdm2 ligase inh	zVAD death inh	Runt-SMMHC FRET	Hck Nef HTS	NCF1 inh
Nc1cc(=O)n(Cc2ccccc2)c(=O)n1-c1ccc(F)cc1
 : -2	-8	-4	-9	-13	-1.2	-1	20	-57
COCc1cc(C)nc(Nc2ccc(C)cc2C)c1C#N
 : -2	6[fluorescence artefact?]	-5	-1	-26	-0.1	0	0	-8
O=C(Cc1cc(C(=O)O)c2ccccc2n1)Nc1ccccc1
 : -1	-2	-26	-1	-28	1.4	-6	25	-8
O=C(CCCN1CCOCC1)c1ccc2c(c1)OCCO2
 : -2	/	2	-17	-11	0.1	-1	1	-2
COc1cccc(Cl)c1NC(=O)N1CCN(c2cc(C)nc3ccccc23)CC1
 : 0	2	-23	2	-10	-1.2	3	4	-1
Cc1ccc(C)c(C(=O)CC2(O)C(=O)N(C)c3ccccc32)c1 (centres undefined)
 : 2	-5	-5	-19	-13	0.0	-3	-1	-3
COc1ccc(CC(=O)Nc2cccc(C(=O)Nc3ccccc3C(=O)O)c2)cc1OC
 : 1	0	1	-12	2	0.3	-4	0	0
CCOc1nc(N(C)C)nc(-n2nnc(C(C)=O)c2C)n1
 : 0	1	48	-11	0	0.8	2	1	-6
Cc1ccc(C(=O)COC(=O)CCC(=O)NC2CCCCC2)cc1C
 : -2	/	-2	-7	-12	1.0	-1	1	-4
COc1ccc(C2NC(=O)c3ccccc3O2)c(OC)c1OC (centres undefined)
 : 0	6	-1	-7	1	0.3	2	2	3
CCOc1cc(C2c3c(oc4ccccc4c3=O)C(=O)N2c2nccs2)ccc1O (centres undefined)
 : 0	27	-14	-29	/	0.1	2	85*	-69
COc1ccc(CNC(=O)C/C(C)=N/NC(=O)COc2ccc(Br)cc2)cc1
 : 1	-5	2	-12	-8	-0.1	2	23	-2
CSc1ccccc1NC(=O)CN(C)CC(=O)NCc1ccccc1
 : 2	-7	-4	-14	7	0.5	0	-8	-11
O=C(CC1C(=O)NCCN1Cc1ccc(F)cc1)NCCOc1cccnc1 (centres undefined)
 : -1	-2	0	21	-11	-0.1	0	14	23
Cc1nn(C)c(C)c1S(=O)(=O)N1CCc2ccccc21
 : -4	-17	6	-20	/	-0.3	-1	3	-14
CC1CCC(NC(=O)C2CCN(c3cnccn3)CC2)CC1 (centres undefined)
 : 0	-1	-6	-12	-9	0.3	-8	2	-9
Cc1cc(-c2ccccc2)nc(Oc2cccc(C(F)(F)F)c2)c1S(C)(=O)=O
 : -7	3	-1	-14	-19	0.1	-5	0	3
Cn1nc(CC(=O)NC2CCCCCC2)c2ccccc2c1=O
 : 2	-2	2	-6	-10	-0.2	-2	6	-11
CC(=O)CS(=O)(=O)c1ccc(Oc2ccc(S(=O)(=O)CC(C)=O)cc2)cc1
 : 0	2[fluorescence artefact?]	4	3	-8	0.5	6	9	-4
Cc1c(N=C2SC(CC(=O)Nc3ccccc3)C(=O)N2CCN2CCOCC2)c(=O)n(-c2ccccc2)n1C (centres undefined)
 : 1	-1	-4	15	-10	1.1	-2	23	6
c1ccc(-n2ncc3c2ncn2cnnc32)cc1
 : 0	0	-2	-11	-10	0.0	-1	2	4
Cc1ccc(C(C(=O)NCc2ccco2)N(CC2CCCO2)C(=O)Cn2nnc3ccccc32)cc1 (centres undefined)
 : -4	5	1	3	16	-0.7	-5	-3	-5
CN1C(=O)C2(NCCc3c2[nH]c2ccccc32)c2ccccc21 (centres undefined)
 : 0	-13[fluorescence artefact?]	-5	-30	/	-0.3	-4	-1	-12
CCC/C(O)=C1\C(=O)CC(C)(C)CC1=Nc1ccccc1OC
 : 0	5	/	-11	-13	/	2	/	2
Cc1ccc(O)c(C(CC(=O)N2CCCC2)c2ccccc2)c1 (centres undefined)
 : 0	-3[fluorescence artefact?]	-4	-5	-1	/	-6	-13	-2
O=C(O)CCC(=O)N1c2ccccc2NC2=C(C(=O)CC(c3ccc(F)cc3)C2)C1c1ccc([N+](=O)[O-])o1 (centres undefined)
 : -8	0	-32	-10	-40	-0.5	-9	12	5
O=C(NCc1ccc(Cl)cc1)C1CCN(c2cnccn2)CC1
 : 0	-13	-9	2	17	2.9	-4	0	-10
O=C(c1cccc(Cl)c1)N1CCN(C(=O)c2ccccc2F)CC1
 : 2	4[fluorescence artefact?]	1	-11	-10	0.5	-7	2	-3
CC1CCCCC1NC(=O)COC(=O)Cc1ccc(Br)cc1 (centres undefined)
 : -2	-9	0	-12	-13	0.7	0	27	-9
COc1cc(NC(=O)Cc2ccc(Cl)cc2)ccc1NC(=O)c1ccco1
 : -5	-5	2	-18	-13	1.9	-11	3	-13

# Results in Mdm2 ligase inh, EBV gp42 inh and Runt-SMMHC FRET, for two of the compounds above:
molecule,Mdm2 ligase inh,EBV gp42 inh,Runt-SMMHC FRET
O=C(c1cccc(Cl)c1)N1CCN(C(=O)c2ccccc2F)CC1,-10,-11,-7
O=C(O)CCC(=O)N1c2ccccc2NC2=C(C(=O)CC(c3ccc(F)cc3)C2)C1c1ccc([N+](=O)[O-])o1 (centres undefined),-40,-10,-9

# Back to the main list, repeating the 5 entries before the break.
# Sequence of screens – Runt-CBFb FRET	14-3-3 Bad PPI	Tb hexokinase	EBV gp42 inh	Mdm2 ligase inh	zVAD death inh	Runt-SMMHC FRET	Hck Nef HTS	NCF1 inh
O=C(O)CCC(=O)N1c2ccccc2NC2=C(C(=O)CC(c3ccc(F)cc3)C2)C1c1ccc([N+](=O)[O-])o1 (centres undefined)
 : -8	0	-32	-10	-40	-0.5	-9	12	5
O=C(NCc1ccc(Cl)cc1)C1CCN(c2cnccn2)CC1
 : 0	-13	-9	2	17	2.9	-4	0	-10
O=C(c1cccc(Cl)c1)N1CCN(C(=O)c2ccccc2F)CC1
 : 2	4[fluorescence artefact?]	1	-11	-10	0.5	-7	2	-3
CC1CCCCC1NC(=O)COC(=O)Cc1ccc(Br)cc1 (centres undefined)
 : -2	-9	0	-12	-13	0.7	0	27	-9
COc1cc(NC(=O)Cc2ccc(Cl)cc2)ccc1NC(=O)c1ccco1
 : -5	-5	2	-18	-13	1.9	-11	3	-13
CC(SC(=S)N1CCOCC1)C(=O)O (centres undefined)
 : 1	2	-4	-1	-9	-0.1	3	2	-4
COC(=O)C(C(=O)OC)c1ccc(N)cc1
 : 1	-2	0	-7	-18	0.1	2	-1	1
O=[N+]([O-])c1c(Nc2ccc(O)cc2)cc(N2CCOCC2)c2nonc12
 : 3	17[fluorescence artefact?]	-19	-5	0	5.7	-8	16	-22
Cc1cc(C)c2c(=O)cc(C(F)F)oc2c1
 : -2	14	-5	-4	8	-0.2	1	-2	0
O=C(Nc1ccccc1F)c1ccc2nc(N3C(=O)CCC3=O)sc2c1
 : -1	1	-3	-15	-7	0.2	6	2	-15
O=C(Cc1cccs1)Nc1nc(-c2ccccc2)cs1
 : 0	9	1	-4	-20	0.8	4	1	-20
CCc1ccc(NC(=O)COC(=O)/C=C/c2c(C)nn(C3CCS(=O)(=O)C3)c2Cl)cc1 (centres undefined)
 : -10	2	0	4	-12	3.9	-1	20	-1
COc1cc(OC)c(OC)cc1/C=C/c1cc(C(F)(F)F)[nH]c(=O)n1
 : /	-15	-16	-56	8	1.9	/	14	-36
CCN(CC(N)=O)S(=O)(=O)c1ccc(F)cc1
 : 0	3	-9	6	-7	1.3	-2	3	0
CN(CCCN1CCOCC1)Cc1cn(C)nc1-c1ccccc1F
 : -1	3	-12	-3	-10	0.0	1	5	0
Cc1ccc(SCC(=O)N2CCCC2)cc1
 : -1	-3	0	-19	-6	3.1	-1	-5	-9
CC1CN=C(N(C(=O)Nc2ccccc2)C(C)c2ccccc2)S1 (centres undefined)
 : 2	-13	-8	-11	-2	-0.1	-2	11	-5
C[C@H](NC(=O)c1nc[nH]c1C(=O)N1CCc2ccccc2C1)C(=O)OCc1ccccc1
 : 1	-5	-4	-14	14	-0.1	2	20	-10
CCOC(=O)N1CCN(C(=O)c2ccc(NC(=O)c3ccc(C)cc3)cc2)CC1
 : 1	0	0	2	8	-0.4	0	13	-9
CNC(=S)NN(c1ccccc1)c1ccccc1
 : -1	-10	0	84*	-5	0.1	2	-1	-11
CC(NC(=O)Nc1ccc([N+](=O)[O-])cc1)C(c1cccs1)N1CCCC1 (centres undefined)
 : 0	-12	-28	-13	-1	4.0	0	-13	-9
C=CCN(C(=O)Nc1ccc2c(c1)nc(C)n2C)c1ccccc1
 : -1	-3	1	-9	/	0.2	-1	8	-4
CCOC(=O)c1cccc(NC(=O)Nc2ccc3c(c2)C(=O)OC3)c1
 : 1	1	-16	-6	-1	1.4	-1	27	-19
O=C(O)c1sccc1S(=O)(=O)c1ccccc1
 : -1	9	-5	-10	-10	0.0	1	0	-13
COc1cccc(C(=O)O/N=C/c2ccc(Sc3ccc(C)cc3)nc2)c1
 : -3	9	-16	-6	-6	0.0	-1	-2	-1
COc1ccc(OC)c(S(=O)(=O)Nc2ccc(CC(=O)O)cc2)c1
 : 1	0[fluorescence artefact?]	4	-19	-13	2.2	-1	-10	-5
Cc1ccc(OCC(=O)OC(C)CN(C)Cc2ccccc2)cc1 (centres undefined)
 : -1	24	-3	-12	-1	0.0	-1	6	-10
Cc1ccc(CNC(=O)c2ccccc2N(C)S(C)(=O)=O)cc1
 : 8	2	-2	2	-11	1.2	-2	7	5
CCOC(=O)N/N=C/c1cn(CCCOc2ccccc2)c2ccccc12
 : -3	0[fluorescence artefact?]	-6	-12	1	1.3	0	0	12
CCC(C)c1ccc(NC(=S)Nc2ccc(OC)c(OC)c2)cc1 (centres undefined)
 : 7	-14	-1	-1	-4	0.0	5	2	-3
O=C(CSCc1c(F)cccc1Cl)NCc1ccncc1
 : 2	0	-9	-6	-20	-0.1	-1	5	4
Cc1cccc(-n2c(SCC(=O)N3CC(=O)Nc4ccccc43)nc3ccccc3c2=O)c1C
 : 0	15[fluorescence artefact?]	-7	-87	-7	0.4	1	-2	-73
CN1CCN(c2ccccc2NC(=O)Cc2ccc(Cl)cc2)CC1
 : 2	-3	-2	-10	-10	4.6	-1	2	-12

# Single entries from above:
# Result for `CCN(CC(N)=O)S(=O)(=O)c1ccc(F)cc1` in EBV gp42 inh: 6
# Result for `CN1C(=O)C2(NCCc3c2[nH]c2ccccc32)c2ccccc21` (centres undefined) in NCF1 inh: -12

# Screens: PubChem, several laboratories
